Bioassay records from PubChem BioAssay.
Granule exo inh = LAMP-1 surface exposure blockers, TALL-104 cells – cell-based, flow cytometry, MLPCN library, primary screen | TALL-104 LAMP-1 surface exposure; cells stimulated with thapsigargin and PMA | inhibition, % at 10 µM | hit rate 0.66% among 360,000 | AID 651702, 2012;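 active means inhibition above about 55%, limit read from the data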
aDG glyco act = activators of alpha-DG glycosylation, primary screen, uHTS, Pro5-aDG cells, AlphaScreen | alpha-DG glycosylation AlphaScreen (IIH6); 0% Pro5, 100% B10-LARGE cell signal | activation, % at 10 µM | hit rate 0.22% among 360,000 | AID 624168, 2012;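 active means activation of at least 8% versus controls, or a plate z-score of at least 8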;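 further: Pro5 are CHO cells carrying HIG-tagged alpha-DG that lacks glycosylation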
Vif inh = HIV Vif self-association inhibitors, primary screen, imaging, HEK293T, single point | HEK293T cells, Vif self-association by quenched fluorescence, 24 h | inhibition, % at 7.49 µM | hit rate 0.35% among 340,000; in the data active means inhibition above about 50%, passing the limit was not always enough; further: some results filed as inactive read as strong as hits
Glyco luc inh = increase of ERlucT glycosylation luciferase signal, primary screen, N-linked glycosylation inhibitor project, D54 ERlucT cells, luminescence, set 2; AID 588692, 2011; D54 ERlucT glycosylation luciferase reporter, 24 h; percent of 100 nM tunicamycin response; reporter increase, % at 12.5 µM; hit rate 0.23% among 360,000;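 active means mean luciferase reporter signal, scaled so untreated is 0 and the glycosylation-blocking control 100, at or above a set limit in every replicate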;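 further: luciferase carries N-glycosylation sites so blocking glycosylation raises the light; 0% = median of neutral control wells and 100% = median of 100 nM tunicamycin wells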
Cardio protect = cardioprotection against H2O2-induced cell death, primary screen, uHTS, H9c2 cells, ATPLite luminescence | H9c2 cardiomyocytes, H2O2 injury protection, 2 h | protection from H2O2 cell death, % at 20 µM | hit rate 0.63% among 360,000;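 active means compounds giving at least 50% protection of heart cells from peroxide-induced death in the single-dose screen, raw or plate-pattern-corrected value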;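 further: 0% = DMSO wells with peroxide and 100% = DMSO wells without peroxide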
m5-HT2A agonist = mouse Htr2a agonists via beta-arrestin recruitment, primary screen, cell-based, luminescence; CHO-K1 mHTR2A beta-arrestin complementation; percent of 30 µM serotonin response; activation, % at 7.6 µM; hit rate 0.66% among 360,000;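 active means activation above a run cutoff, the mean activation of all tested compounds plus 3 SD, cut at about 14% in these data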;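 further: 0% = plate median of compound wells and 100% = 30 µM serotonin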
Target sequence (P35363 whole entry, looked up): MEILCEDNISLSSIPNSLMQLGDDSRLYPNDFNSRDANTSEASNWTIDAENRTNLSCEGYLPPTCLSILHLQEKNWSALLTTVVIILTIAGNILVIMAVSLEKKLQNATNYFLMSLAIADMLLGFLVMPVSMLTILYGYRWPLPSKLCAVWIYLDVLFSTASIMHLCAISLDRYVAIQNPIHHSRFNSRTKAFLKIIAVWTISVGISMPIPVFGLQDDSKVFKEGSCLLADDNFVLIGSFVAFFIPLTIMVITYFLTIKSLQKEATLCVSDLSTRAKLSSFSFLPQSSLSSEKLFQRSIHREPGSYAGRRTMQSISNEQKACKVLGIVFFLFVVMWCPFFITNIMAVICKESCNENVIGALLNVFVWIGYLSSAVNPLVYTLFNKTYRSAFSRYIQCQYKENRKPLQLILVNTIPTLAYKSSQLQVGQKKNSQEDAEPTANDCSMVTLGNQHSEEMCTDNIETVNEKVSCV
ABCB6 inh 2 = ABCB6 transporter inhibitors, primary screen, K562-ABCB6 cells, flow cytometry, MLPCN library; hit rate 0.19% among 360,000; ATP-binding cassette sub-family B member 6 (Homo sapiens), Q9NP58; fluorescence ratio to DMSO, % at 10 µM; K562-ABCB6 porphyrin accumulation, 1 h; hits give low values;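 active means fluorescence ratio to DMSO below 75%, the collection mean minus 3 SD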;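 further: signal is porphyrin accumulated inside mitochondria; 100% equals median channel fluorescence of DMSO control wells; lower ratio means ABCB6 inhibition with less porphyrin fluorescence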
PDI turbidity = inhibitors of human PDI, primary screen, biochemical, turbidity, single point, plate reader | AID 588391, 2011 | hit rate 0.052% among 350,000 | PDI insulin aggregation turbidity, A650, 90 min | Protein disulfide-isomerase (Homo sapiens), P07237 | inhibition, % at 10 µM;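 active means mean inhibition across replicates of 30% or more, whatever share of single replicates reach that level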;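 further: absorbance from insulin aggregation driven by PDI reduction with DTT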
Target sequence (P07237 whole entry, looked up): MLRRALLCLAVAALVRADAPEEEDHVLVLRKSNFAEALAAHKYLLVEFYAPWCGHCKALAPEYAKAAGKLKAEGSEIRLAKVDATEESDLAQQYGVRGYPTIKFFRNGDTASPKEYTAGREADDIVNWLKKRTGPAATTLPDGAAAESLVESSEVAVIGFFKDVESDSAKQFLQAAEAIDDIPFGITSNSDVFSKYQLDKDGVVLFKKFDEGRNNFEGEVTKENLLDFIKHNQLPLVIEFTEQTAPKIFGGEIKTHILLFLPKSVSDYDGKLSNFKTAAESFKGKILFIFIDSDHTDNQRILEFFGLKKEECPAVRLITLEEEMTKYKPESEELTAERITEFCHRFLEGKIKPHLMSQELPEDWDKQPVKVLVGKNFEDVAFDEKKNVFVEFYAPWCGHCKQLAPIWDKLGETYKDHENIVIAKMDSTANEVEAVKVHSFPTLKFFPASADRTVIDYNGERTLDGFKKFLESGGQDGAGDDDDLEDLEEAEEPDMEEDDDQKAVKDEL
hiPSC survival = enhancers of single-cell hiPSC survival, primary screen, ATPlite luminescence; 100% = ROCK inhibitor wells, 0% = DMSO; survival enhancement, % at 20 µM; hit rate 0.044% among 360,000; AID 602274, 2012; in the data active means survival enhancement above about 18%;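 further: cells exposed to compounds for 16 hours before the ATP read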
CaV13 ICDI inh = Primary screen for inhibitors of IQ motif and Ca2+-dependent inactivation inhibitor domain binding in CACNA1D, Förster resonance energy transfer in living cells, …. hit rate 0.098% among 340,000. HEK cells, CFP/YFP FRET ICDI-IQ, plate reader, 10 min; percent FRET-ratio fall versus neutral wells. inhibition, % at 12.3 µM. AID 743397;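 active means mean replicate inhibition of at least 30% and at least 1% of replicates passing that level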;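 further: 0% = median of the neutral control wells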
* = called active by the depositor; · = not tested or not shown.

Value order: Granule exo inh, aDG glyco act, Vif inh, Glyco luc inh, Cardio protect, m5-HT2A agonist, ABCB6 inh 2, PDI turbidity, hiPSC survival, CaV13 ICDI inh
N#CCCNC(=O)CCN1CCCCC1
  -0.6, -0.1, -3.4, -1.7, 0.2, 3.0, 105.0, -1.4, -2.2, ·
Cc1cc(Br)cn2c(Cc3cccc(F)c3)c(-c3ccc(F)cc3)nc12
  -4.3, -0.1, ·, ·, ·, -0.6, 129.0, ·, -0.6, -5.3
CC(C)CC(=O)N=Nc1c(O)[nH]c2ccccc12
  1.4, -0.1, -1.0, 0.4, 0.2, 2.9, 90.0, 10.7, -0.4, -2.2
CCOc1ccc(N=CC2=C(O)CC(c3ccco3)CC2=O)cc1 (stereo unspecified)
  -2.0, -0.1, -5.0, 0.8, 1.2, 1.7, 101.0, 0.6, 0.1, -9.0
O=C(Nc1ccc(N2CCN(C(=O)c3cccs3)CC2)cc1)c1cccc(F)c1
  5.0, 0.3, -11.3, -2.8, 7.8, 0.4, 94.0, 10.3, -0.4, -6.7
CC1CN(C2CCCCC2)c2nc3c(c(=O)[nH]c(=O)n3C)n2C1 (stereo unspecified)
  4.1, 0.2, 6.3, 5.6, 0.1, 6.7, 103.0, -0.3, 4.6, ·
CN(CC(=O)Nc1ccc(F)c(F)c1F)C(=O)Cc1ccc2c(c1)OCCO2
  -2.6, -0.4, 21.1, 1.3, 2.6, 4.8, 108.0, -2.1, -0.2, -2.8
N#C/C(=C(/O)c1ccc(C(=O)c2ccccc2)cc1)c1nc2ccccc2[nH]1
  -4.0, 0.1, -2.7, 2.6, -1.6, -1.2, 97.0, 1.8, -0.4, -14.7
Cc1cc(C)cc(NC(=S)/N=C(\N)Nc2nc(C)c3ccccc3n2)c1
  -1.3, 0.6, 1.4, 0.0, -4.0, -3.3, 95.0, -1.3, -0.3, -17.9
COc1ccc(CNC(=O)[C@@H](NC(=O)C2CCN(C(=O)[C@@H](N)Cc3ccccc3)CC2)C(C)C)cc1
  -4.5, -0.1, 0.4, -0.6, 2.0, -2.1, 99.0, ·, 7.2, ·
CCN(CC(=O)NCc1ccc(Cl)cc1)Cc1cc(=O)n2ccsc2n1
  11.9, 0.0, 7.1, -3.8, 29.7, -0.1, 105.0, 3.9, 0.7, -6.3
Cc1ccc(S(=O)(=O)NC2(C(F)(F)F)NC(=O)N(c3ccc(F)cc3)C2=O)cc1 (stereo unspecified)
  9.1, 0.0, 4.7, 0.4, -3.5, 5.2, 100.0, 1.0, -0.5, -2.4
Nc1cc(=O)[nH]c(SCC(=O)N2CCC(Cc3ccccc3)CC2)n1
  -13.7, -0.5, -7.8, -0.4, -9.3, -6.4, 97.0, 4.8, -1.0, -1.8
O=C(N/N=C/c1ccccc1O)c1ccncc1
  -3.8, 0.9, 28.1, 3.7, 59.0*, -1.7, 103.0, -12.7, -0.5, -4.8
Cc1cc(C(=O)NC(C)C2CCCO2)cs1 (stereo unspecified)
  -0.2, -0.3, -7.5, -0.3, 5.6, 2.8, 102.0, -13.4, -2.5, -5.2
CC1(C(=O)Nc2ccccc2)CCN1C(=O)C1(c2ccc(Cl)cc2)CC1 (stereo unspecified)
  -5.0, 0.0, -2.5, -3.2, 0.6, 0.4, 102.0, 5.3, -1.1, -6.5
CCOC(=O)c1c(C)nc2c(c(SC)nn2-c2ccccc2)c1N
  -0.3, 0.5, -6.8, -1.4, -5.5, -0.1, 80.0, -1.3, -1.7, -6.5
Cc1ccc2nc(SCC(=O)Nc3nonc3C)[nH]c2c1
  -6.2, -0.1, 3.1, 2.3, -1.7, -7.6, 94.0, 6.2, 1.1, -18.7
CCOc1ccc(NC(=O)CN(C)C(=O)c2cc(C)on2)cc1OCC
  53.8, 0.0, -3.8, -0.8, 1.2, 7.4, 102.0, -0.1, 1.2, -4.3
CCc1ccccc1NC1=CC(=O)CC(C)(C)C1
  0.8, -0.1, -1.3, 0.2, 6.7, 3.0, 97.0, -3.4, 2.8, 2.0
CC1=NNC(=O)C1CCC(=O)N/N=C\c1ccc(Cl)c(Cl)c1 (stereo unspecified)
  -2.1, 0.7, -8.4, 3.3, 5.9, 7.2, 103.0, -0.1, -0.7, -2.3
CCOC(=O)N(C)C[C@@H]1OCc2ccccc2-c2c(n(C)c3ccccc23)C(=O)N([C@H](C)CO)C[C@H]1C
  0.6, -0.2, -11.9, 2.5, 1.3, 6.2, 104.0, 0.5, -1.5, -4.4
O=C(CN1CCN(S(=O)(=O)c2ccccc2)CC1)NC1CC1
  -1.3, 0.1, 0.2, -0.1, 2.2, 3.8, 93.0, 6.7, 0.1, -6.3
Cc1cccc(NC(=O)c2cc(S(=O)(=O)N3CCC4(CC3)OCCO4)ccc2F)c1
  0.9, 0.3, 1.2, -0.7, -6.0, -2.5, 89.0, 11.6, -0.3, -2.0
Cn1c(SCc2nc3ccccc3[nH]2)nnc1-c1cnccn1
  -4.7, 0.1, -1.7, -0.1, -1.3, 5.1, 97.0, -3.7, -3.9, -6.2
Cc1[nH]n(-c2ccc(Cl)cc2)c(=O)c1/C=N/c1nnc(-c2ccccc2)s1
  -1.8, -0.2, -1.8, 1.6, -5.5, 0.8, 102.0, -3.3, -1.2, -8.6
COc1cccc(-c2cc(C(=O)NCCc3ccccc3)no2)c1
  -5.5, 0.0, -4.6, -1.1, -2.4, 1.3, 105.0, -5.1, -1.0, -11.0
O=[N+]([O-])c1ccccc1/C=C/C=N/n1c(-c2ccccc2)n[nH]c1=S
  -2.0, -0.3, -5.0, -1.1, -2.7, -0.6, 103.0, 4.6, 0.7, -5.2
c1ccc(-c2cn(-c3ccccc3)c3ncnc(N4CCCCC4)c23)cc1
  1.8, 1.6, -9.5, -6.3, 5.3, -5.4, 90.0, -4.3, 1.8, -5.7
CC1(C)CC(CCC(=O)Nc2ccc(S(N)(=O)=O)cc2)C(=O)O1 (stereo unspecified)
  -0.7, -0.4, -0.5, 0.3, -5.6, 0.3, 105.0, 3.6, 1.6, -5.3
O=C(CNC(=S)N(CCCN1CCOCC1)Cc1cccs1)NC1CC1
  -5.6, -0.3, 5.2, 0.8, 10.2, -1.8, 94.0, 6.7, 3.5, -2.5
O=C(Oc1cccc2cccnc12)c1cccc(-n2cnnn2)c1
  -0.9, 0.1, 5.8, 2.4, 12.3, 1.3, 84.0, 1.6, 0.6, -4.5
O=C(COc1ccc(C(=O)NCc2cccnc2)cc1)Nc1cccc(C(F)(F)F)c1
  -2.8, 0.2, ·, -3.5, -12.1, -10.6, 90.0, 0.9, 1.1, -5.6
Cn1cc(CN2CCC(n3nccc3NC(=O)CCOc3ccccc3)CC2)cn1
  1.2, 0.1, -0.7, 3.3, -2.4, -2.3, 104.0, -15.9, -0.5, -4.3
COc1ccc(CNC(=O)c2ccc(=O)oc2)cc1OC
  -0.9, -0.1, 2.5, 0.0, -7.5, -1.7, 87.0, -2.7, 0.1, 1.5
CN1C(=O)[C@H]2[C@@H](/C=C/c3ccccc3)N3C(=O)CN(CC4CC4)C(=O)[C@@]3(C)[C@H]2C1=O
  -4.9, 0.2, -2.9, 2.9, 10.8, 1.5, 100.0, 9.0, 4.8, -9.4
Cc1onc(-c2ccccc2Cl)c1C(=O)NC(=S)Nc1ccccc1C(N)=O
  0.1, 0.0, -0.9, 0.6, 5.6, -1.4, 99.0, 4.6, -0.8, -6.5
O=C(C[C@H]1C(=O)N(C2CCCCC2)C[C@@H]1Cc1ccccc1)Nc1ccccc1
  9.2, 0.2, -1.1, -3.9, -3.3, -5.7, 96.0, -22.1, -1.6, -6.8
COc1ccc(/C=N\Nc2ccccc2[N+](=O)[O-])c(C(=O)O)c1OC
  -0.3, 0.0, 1.7, -1.0, -1.3, -1.3, 96.0, -1.2, -0.3, -4.9
O=C(O)c1ccc[n+](Cc2ccc([N+](=O)[O-])cc2)c1
  -16.4, -0.2, 3.2, 1.4, 2.7, 4.8, 97.0, 0.4, -0.3, -4.4

Some of the entries so far, as labelled records.
O=[N+]([O-])c1ccccc1/C=C/C=N/n1c(-c2ccccc2)n[nH]c1=S
  Granule exo inh: -2.0	aDG glyco act: -0.3	Vif inh: -5.0	Glyco luc inh: -1.1	Cardio protect: -2.7	m5-HT2A agonist: -0.6	ABCB6 inh 2: 103.0	PDI turbidity: 4.6	hiPSC survival: 0.7	CaV13 ICDI inh: -5.2

c1ccc(-c2cn(-c3ccccc3)c3ncnc(N4CCCCC4)c23)cc1
  Granule exo inh: 1.8	aDG glyco act: 1.6	Vif inh: -9.5	Glyco luc inh: -6.3	Cardio protect: 5.3	m5-HT2A agonist: -5.4	ABCB6 inh 2: 90.0	PDI turbidity: -4.3	hiPSC survival: 1.8	CaV13 ICDI inh: -5.7

(listing goes on)
Value order: Granule exo inh, aDG glyco act, Vif inh, Glyco luc inh, Cardio protect, m5-HT2A agonist, ABCB6 inh 2, PDI turbidity, hiPSC survival, CaV13 ICDI inh
CCOC(=O)N1CCC(n2c(SCC(=O)NCc3ccco3)nc3ccsc3c2=O)CC1
  -2.9, 0.1, -8.6, -0.9, 5.6, 2.3, 94.0, -0.3, -1.2, ·
COc1ccc(C(=O)NC(CCSC)C(=O)NC2CC2)cc1 (stereo unspecified)
  -2.2, -0.1, 0.1, -0.7, 4.9, 0.0, 100.0, -12.8, -0.2, -5.7
O=C(NCCN1CCOCC1)c1cc2ccccc2[nH]1
  -2.9, -0.2, -20.6, 1.4, -5.6, -5.8, 96.0, -0.9, 1.0, ·
COc1ccc(C(O)c2nc(-c3ccc(C)c(C)c3)cs2)cc1 (stereo unspecified)
  -1.7, 0.2, 5.1, 1.8, -25.8, -2.4, 100.0, -6.4, 1.8, -6.7
O=C1NC(c2cccc(OCc3ccccc3)c2)Nc2ccccc21 (stereo unspecified)
  -2.0, 0.1, -6.0, 15.1, -5.9, 0.7, 96.0, 5.4, 0.8, -5.8
CC(C)NC(=O)C(=O)NCCC1CCCCN1S(=O)(=O)c1cccs1 (stereo unspecified)
  -4.0, 0.1, -0.1, -1.9, 1.7, 2.8, 100.0, -14.5, 0.9, -6.5
